# From PubChem BioAssay
# SSB-PriA inh = K. pneumoniae PriA-SSBct interaction inhibition; AlphaScreen SSBct-PriA binding, biotinylated peptide; AID 1272365; inhibition, % at 33 µM; 430,000 compounds, 0.6% hits; in the data active = inhibition mostly above about 37%, no sharp cut-off; inactive = mostly below about 20%;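 note: plate controls were negative control peptide for no effect and reference peptide for full effect; strong numbers were not always called active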
# Numbers without * were called inactive; i = inactive; & = joins results of further samples. Only part of the results is shown; rates above refer to the full screens.
SMILES,SSB-PriA inh
C(=Nn1cnnc1)c1ccc2c(c1)OCO2,-4
O=C(NOC(=O)c1ccc([N+](=O)[O-])o1)c1ccc(OC(F)F)cc1,-4
COc1ccc(-n2nnc3c(=O)n(CC(=O)Nc4ccc5c(c4)OCO5)cnc32)cc1OC,-10
Cc1cc(Nc2ccc(C(N)=O)cc2)n2nc(C)c(-c3ccccc3)c2n1,-41
COc1ccc(Br)c(C(=O)NCC(C)(O)CCSC)c1 (stereo unspecified),-18
O=C(NCCC(O)c1ccsc1)C(=O)NCc1cccs1 (stereo unspecified),8
O=C(NCCCOc1cccc2cccnc12)c1ccco1,-14
O=C(NC1CCSC1=O)c1cc2n(n1)CCCO2 (stereo unspecified),-13
O=C(/C=C/c1ccc2c(c1)OCO2)Nc1nnc(-c2cc(Cl)sc2Cl)o1,-5
COc1ccccc1CNC(=O)C1CCN(c2ncnc3c2sc2ncccc23)CC1,-6
COc1ccc(S(=O)(=O)Nc2ccccc2C(=O)Nc2ccc3c(c2)OCCO3)cc1,7
CCOC(=O)C1=C(C)NC(C)=C(C(=O)OCC)C1c1ccc(-c2ccccc2Cl)o1,-1
CC(C)(C)c1ccc(OCC(=O)NN=Cc2cc(Br)ccc2OC(=O)c2ccco2)cc1,0
c1ccc(OCc2nc(CCn3cnc4ccccc43)no2)cc1,11
O=C(CSc1ccncc1)Nc1cc(N2CCN(Cc3ccccc3)CC2)ncn1,-4
C[C@](O)(CNC(=O)CSC1CCCC1)c1ccc(-c2ccccc2)cc1,-9
Cn1c(=NC(=O)c2cc3cc([N+](=O)[O-])ccc3s2)sc2cc(S(C)(=O)=O)ccc21,-7
COC(=O)c1ccc(NC(=O)CSc2nnc3ccccn23)cc1,-10
Nc1nc(SCC(=O)Nc2cccc(-c3nc4ccccc4s3)c2)n[nH]1,1
CCc1cccc(C)c1NC(=O)C1=NCCN1,-12
CCN(CC)C(=C(Cl)Cl)C(=C1NCCN1)[N+](=O)[O-],1
O=C(Nc1ccccc1Cc1nc(-c2ccco2)no1)c1ccccc1Br,-16
CCOC(=O)C(=O)N1CCC2(CC1)CC(=O)c1ccccc1O2,-11
COc1ccc(-c2cc(=O)c3cc(O)ccc3o2)cc1OC,3
O=C(Nc1cccs1)N(Cc1cccs1)C1CCOCC1,0
SMILES,SSB-PriA inh
CC(=O)Nc1ccc2c(c1)N(S(=O)(=O)c1ccccc1)CCC2,-2
O=C(CSCc1ccccc1)Nc1nc2c(s1)CCc1ccccc1-2,-3
COc1ccc(-n2ccnc(SCC(=O)Nc3cc(C)ccc3C)c2=O)cc1Cl,-13
Cc1cc(C(O)CCNC(=O)C(=O)NCc2cccs2)c(C)o1 (stereo unspecified),22
CCCCC1SC(=NN=Cc2cccs2)NC1=O (stereo unspecified),-4
Nc1ccc2sc(OCCN3CCOCC3)nc2c1,0
Cc1ccc(/C=N\NC(=O)C(c2ccccc2)c2ccccc2)o1,-4
O=C(NCCn1ccnc1C1CC1)c1cnn(-c2ccccc2)n1,-7
Cc1[nH]c2ccccc2c1C(Nc1nc2ccccc2s1)c1ccccn1 (stereo unspecified),26
COc1ccc(Cl)cc1NC(=O)Cn1nc(-c2cc(C)ccc2C)ccc1=O,-3
CCOC(=O)c1sc2nc(NC(=O)c3ccc(S(=O)(=O)N4CCCC[C@@H]4C)cc3)sc2c1C,-11
ICc1cccc2cccnc12,28
CC(CC(=O)Nc1c(Cl)cccc1C(F)(F)F)=NNC(=O)c1cnccn1,-9
COCCN(Cc1ccncc1)C(=O)C1CC(=O)N(c2ccc(Cl)cc2)C1 (stereo unspecified),2
CCn1nnc2c(=O)n(CC(=O)NCc3ccccc3Cl)cnc21,-6
COc1ccc(NC(C)=O)cc1NC(=O)Cc1cc(-c2ccc(F)cc2)on1,-6
O=S(=O)(c1ccc(-c2ccc(Cl)cc2)cc1)N1CCCC1,-6&-5
COc1cccc(OC)c1C(=O)NCC(O)c1ccc(SC)cc1 (stereo unspecified),-8
O=C(NCc1ccco1)C1CCCN(c2ccc(-c3cccs3)nn2)C1 (stereo unspecified),4
Cc1ccccc1OCC(=O)Nc1ccc2c(c1)CN(S(=O)(=O)c1ccccc1)CC2,-5
Cc1cc(NC(=O)C(=O)N2CCOCC2)n(-c2nc3c(c(=O)[nH]2)CCC3)n1,-5
Cc1ccc(O[C@H]2CCCN(C(=O)COCc3ccccc3)C2)nn1,-12
Cc1nn(-c2ccccc2)c(OC(=O)c2ccco2)c1Sc1ccccc1,4
COCCNC(=O)C(=O)Nc1ccc2c(c1)OCCO2,-5
Cc1noc(C2(NS(=O)(=O)c3c(C)noc3C)CCCCC2)n1,4

# 21 structures out of the list, ordered by SMILES length, falling:
SMILES,SSB-PriA inh
CCOC(=O)c1sc2nc(NC(=O)c3ccc(S(=O)(=O)N4CCCC[C@@H]4C)cc3)sc2c1C,-11
COc1ccc(-n2nnc3c(=O)n(CC(=O)Nc4ccc5c(c4)OCO5)cnc32)cc1OC,-10
CCOC(=O)C1=C(C)NC(C)=C(C(=O)OCC)C1c1ccc(-c2ccccc2Cl)o1,-1
COc1ccc(S(=O)(=O)Nc2ccccc2C(=O)Nc2ccc3c(c2)OCCO3)cc1,7
O=C(NOC(=O)c1ccc([N+](=O)[O-])o1)c1ccc(OC(F)F)cc1,-4
Cc1cc(Nc2ccc(C(N)=O)cc2)n2nc(C)c(-c3ccccc3)c2n1,-41
COc1ccccc1CNC(=O)C1CCN(c2ncnc3c2sc2ncccc23)CC1,-6
Nc1nc(SCC(=O)Nc2cccc(-c3nc4ccccc4s3)c2)n[nH]1,1
O=C(Nc1ccccc1Cc1nc(-c2ccco2)no1)c1ccccc1Br,-16
Cc1noc(C2(NS(=O)(=O)c3c(C)noc3C)CCCCC2)n1,4
Cc1ccc(/C=N\NC(=O)C(c2ccccc2)c2ccccc2)o1,-4
O=S(=O)(c1ccc(-c2ccc(Cl)cc2)cc1)N1CCCC1,-6&-5
O=C(NCCn1ccnc1C1CC1)c1cnn(-c2ccccc2)n1,-7
COc1cccc(OC)c1C(=O)NCC(O)c1ccc(SC)cc1 (stereo unspecified),-8
c1ccc(OCc2nc(CCn3cnc4ccccc43)no2)cc1,11
O=C(NCCC(O)c1ccsc1)C(=O)NCc1cccs1 (stereo unspecified),8
O=C(Nc1cccs1)N(Cc1cccs1)C1CCOCC1,0
O=C(NCCCOc1cccc2cccnc12)c1ccco1,-14
O=C(NC1CCSC1=O)c1cc2n(n1)CCCO2 (stereo unspecified),-13
CCc1cccc(C)c1NC(=O)C1=NCCN1,-12
ICc1cccc2cccnc12,28

# Remaining list, next part
SMILES,SSB-PriA inh
O=C(Nc1cccc2c1C(=O)c1ccccc1C2=O)c1cc([N+](=O)[O-])ccc1Cl,-3
O=C(Nc1ccc2c(c1)CN(C(=O)C1CC1)CC2)c1c(F)cccc1F,-12&-3
CCCN1CCCc2cc(CCNC(=O)CCc3ccccc3)ccc21,62
Cc1cc(NC(=O)c2cccc(S(C)(=O)=O)c2)on1,5
CCOC(=O)c1cc2cccnc2[nH]c1=O,0
O=C(NCCn1ccnc1C1CC1)c1ccoc1,-6
O=C(NCC1(c2cccs2)CC1)C(=O)Nc1cccc(C(F)(F)F)c1,-2
O=S(=O)(N=C(NNS(=O)(=O)c1ccccc1)c1ccccc1)c1ccccc1,-3
CC(C)(C)c1ccc(NC(=O)NCC2CCN(c3cnccn3)CC2)cc1,10
O=C(NCc1cncc(-c2cccs2)c1)c1cc(Br)cs1,-6
O=C(Nc1ccc(C(F)(F)F)cc1)c1cn(CC(O)c2cccs2)nn1 (stereo unspecified),-4
COc1nccnc1OC1CCCN(C(=O)c2cc(C)cs2)C1 (stereo unspecified),-3
N#Cc1nc(-c2ccco2)oc1N1CCN(C(=O)c2ccccc2F)CC1,9
O=S(=O)(c1ccc(Cl)c(Cl)c1)N1CCn2c(nc3ccccc32)C1,-12
COc1cc(OC)cc(-c2noc(C3CCN(S(=O)(=O)c4ccc(Cl)cc4)CC3)n2)c1,-10
Nc1nonc1-n1nnc(C(=O)NN=Cc2ccc3c(c2)OCO3)c1CSc1ccccc1,2
O=C(NCCOc1cc(N2CCOCC2)ncn1)NC1CCCCC1,-7
CCOc1ccc(Nc2c(CCC(C)C)c(C)c(C#N)c3nc4ccccc4n23)cc1,-9
O=C(Nc1ccc(Br)cc1)C1Cc2ccccc2CN1S(=O)(=O)c1cccs1 (stereo unspecified),-3
CSc1ccc(NC(=O)C2c3ccccc3Oc3ccccc32)nn1,-9
COc1cccc(Cn2nc3n(CC(C)C)c(=O)c4ccc(C(=O)NC(C)C)cc4n3c2=O)c1,-11
CCOc1ccc(CC(=O)NCCC(O)C2CCOCC2)cc1 (stereo unspecified),-17
O=C1CCSC(=N/N=C/c2ccc(Cl)cc2Cl)N1,i
Cc1cc(NC(=O)CN2C(=O)c3ccccc3C2=O)n(-c2nc3c(F)cccc3s2)n1,-5
COc1ccc(OCC2c3cc(OC)c(OC)cc3CCN2C(=S)Nc2cc(OC)ccc2OC)cc1 (stereo unspecified),25
SMILES,SSB-PriA inh
CCCNC(=O)c1ccc2c(=O)n(-c3cccc(F)c3)c(SCC#N)nc2c1,2
CCOc1cn(-c2ccc(F)cc2)nc1C(=O)N1CCc2ccccc2C1,-9
CCOC(=O)c1ccc(Nc2c(C#N)cnc3c(OC)cccc23)cc1,-13&-6
O=C(CSc1nc2ccccc2o1)NCc1cnn2ccccc12,-10
Cn1cc(C(=O)N2CCN(C[C@H](O)c3cccs3)CC2)nn1,1
CC(=NNC(=O)c1cc([N+](=O)[O-])cc([N+](=O)[O-])c1)c1ccco1,-1
COc1cc(OC)cc(C(=O)Nc2nc3c(Cl)c(Cl)ccc3s2)c1,4
CC(=O)OCC1OC(Oc2ccc(C(=O)Cc3ccc(OC(C)C)cc3)c(O)c2)C(OC(C)=O)C(OC(C)=O)C1OC(C)=O (stereo unspecified),-2
COc1ncc(Br)c2c1CCCN2,-2
O=C(Nc1ccccc1I)C1COc2ccccc2O1 (stereo unspecified),-27
O=C(Nc1ncc(Cc2ccc(Cl)cc2Cl)s1)c1cc(Br)cs1,-8&-4
CCOc1ccc(S(=O)(=O)N2CCN(c3ccc4nncn4n3)CC2)cc1,-3
O=C1CN(C(=O)c2cccc(Oc3ccccn3)c2)CCN1,2
COCCN1CCC(CNC(=O)c2cccs2)CC1,-1
COc1nccnc1O[C@H]1CCN(S(C)(=O)=O)C1,-15
Cc1ccc(NC(=O)Cc2csc(Nc3ccccc3)n2)cc1F,0
Cc1ccc(OC[C@@H](O)CN2CCCC2)cc1,1
O=C(Nc1nc(-c2ccccn2)cs1)c1ccccc1C(F)(F)F,88*
CCN1CCN(CC(O)COC(C)(C)C)CC1 (stereo unspecified),20
CSC1CC2CCC(C1)N2C(=O)CSCc1ccccc1 (stereo unspecified),-7
CC(=O)c1cccc(S(=O)(=O)NCC2CCN(c3ccc(C)nn3)CC2)c1,-3
O=C(NCCOc1ccc2nnc(-c3cccc(F)c3)n2n1)c1cccs1,-13&-10
Cc1c(NC(=O)CC2CCCCN2S(=O)(=O)c2cccs2)c(=O)n(-c2ccccc2)n1C (stereo unspecified),32
O=C(Nc1cc(-n2cccn2)ncn1)c1cc(-c2ccccc2)on1,-31
Cc1cc(NC(=O)C(=O)c2c[nH]c3ccccc23)n(-c2nc3c(cnn3-c3ccccc3)c(=O)[nH]2)n1,-12
SMILES,SSB-PriA inh
COC(=O)N1CCC(CNC(=O)Nc2cccc(OC)c2)CC1,-12
CN(CC(=O)NCc1cnn2ccccc12)S(C)(=O)=O,-18
O=C(c1ccc(F)c(F)c1)N(C(=O)N1CCCCC1)c1cccc(Cl)c1,0
O=C(Cn1c(-c2ccc(F)cc2)nc2c(c1=O)CCN(Cc1ccccc1)C2)NCc1cccs1,-3
Cc1occc(=O)c1OC(=O)c1ccccc1F,-14
CC(=NN=C(C)c1ccccc1O)c1ccccc1O,-15
O=S(=O)(/C=C/c1ccccc1)NCCn1nc(-c2ccncc2)cc1C1CC1,-7
CCSc1ccccc1C(=O)NCC#CCN1CCCCC1,-22
COc1cc(OC)cc(C(=O)NC(=S)Nc2cccc(-c3nc4ccccc4[nH]3)c2)c1,19
COc1ccc(NC(=O)CC2CCCCN2S(=O)(=O)c2cccs2)cc1Cl (stereo unspecified),17
Cc1ccc(S(=O)(=O)Nc2nc(C)c(C(=O)NN=Cc3ccccc3)s2)cc1,5
Cc1ccc(S(=O)(=O)[C@@H](CNC(=O)C(=O)NCCC2=CCCCC2)c2cccs2)cc1,-13
CCC(=NNC(=O)c1nnn(-c2nonc2N)c1-c1cccs1)c1ccccc1,-2
COC(=O)N1CCC(CNC(=O)c2cccc3ccccc23)CC1,-11
N/N=C/C(=NNc1ccc(Cl)cc1)C(=O)c1ccncc1,i
CC12CCC(C(=O)O)(CC1=NO)C2(C)C (stereo unspecified),-7
Cn1cccc1[C@@H](O)CNC(=O)Nc1ccccc1Cl,-12
COc1cc(S(=O)(=O)n2cccn2)c(C)cc1Br,-2
Oc1ccc(Cc2ccc(O)c3ncccc23)c2cccnc12,72*
O=C(c1ccccc1C(F)(F)F)N1CCN(C(=O)c2cnn3ccccc23)CC1,1
Cc1ccc2[nH]c(C)c(C=NNc3nc4ccccc4s3)c2c1,52*
O=C(CCC(=O)N1CCC(Oc2ccc(C(F)(F)F)cn2)CC1)c1ccc(Cl)cc1,-5
O=c1nc2s/c(=C\c3cccs3)c(=O)n2nc1Cc1ccccc1Cl,2
COc1cc(C(=O)Nc2ccc(N3CCCCC3)cc2)c(Br)c(OC)c1OC,24
COCCCNC(=O)C(=O)NN=Cc1ccc(OCC(=O)Nc2cccc(Cl)c2C)c(OC)c1,-11
O=C(Nc1cc(Cl)c(Cl)cc1Cl)c1cnc2n(c1=O)CCS2,-7
O=C(OCC(=O)c1cccc2ccccc12)c1cccs1,2
CCOc1cccc(-c2c(C(=O)NN=Cc3ccoc3)nnn2-c2nonc2N)c1,-5
